Screens deposited in PubChem BioAssay by National Center for Advancing Translational Sciences (NCATS).
FLuc modulator – inhibits or activates purified firefly luciferase, miR-21 counter-screen. P08659. purified FLuc, Km substrates, luminescence inhibition. Potency, µM (titrated, usually from 57.5 µM), for the others: at the highest dose activity change, negative = inhibition, actives largely listed as inhibitors. 6.9% of 360,000 active;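 further: plate controls were vehicle for no effect and reference inhibitor for full effect; nearly all actives have a fitted effect of over 55% in size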
Target sequence (P08659 whole entry, looked up): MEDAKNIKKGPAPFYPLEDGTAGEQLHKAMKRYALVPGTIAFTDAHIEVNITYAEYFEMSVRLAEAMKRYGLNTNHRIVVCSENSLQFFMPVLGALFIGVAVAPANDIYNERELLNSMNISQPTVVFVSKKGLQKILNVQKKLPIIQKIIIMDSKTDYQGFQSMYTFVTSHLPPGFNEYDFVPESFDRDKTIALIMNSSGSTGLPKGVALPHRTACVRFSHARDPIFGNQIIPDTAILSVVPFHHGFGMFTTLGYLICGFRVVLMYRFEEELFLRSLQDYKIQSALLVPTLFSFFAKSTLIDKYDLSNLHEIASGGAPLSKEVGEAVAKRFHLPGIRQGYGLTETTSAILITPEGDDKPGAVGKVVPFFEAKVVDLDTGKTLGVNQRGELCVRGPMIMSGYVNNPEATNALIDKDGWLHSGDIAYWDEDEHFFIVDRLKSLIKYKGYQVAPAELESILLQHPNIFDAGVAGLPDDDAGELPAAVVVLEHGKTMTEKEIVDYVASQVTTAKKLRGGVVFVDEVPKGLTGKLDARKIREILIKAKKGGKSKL
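Purified P. pyralis luciferase, 10 nM final, with Km-level 10 uM D-luciferin and 10 uM ATP in 50 mM Tris acetate pH 7.5, 10 mM Mg acetate, 0.01% Tween-20, 0.05% BSA; 6-point qHTS titration about 60 µM downward; luminescence read.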
BRCA1 expr act – BRCA1 expression activation; Potency, µM (series often up to 46.1 µM), for inactives: at the top dose activation, hits mostly activators; MCF7-BRCA1-FFLuc reporter, luminescence, 48 h; response scale: scaled: vehicle 0%, 10 µM genistein 100%; 1.1% of 380,000 active; further: nearly all actives have a fitted effect of over 80% in size; some results filed as inactive show a strong effect at the top dose
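MCF7 cells carrying a BRCA1-firefly luciferase reporter (2000 cells/well, phenol-red free MEM) were attached for 2 h at 37 °C, then given compounds for 48 h. Luminescence was read 15 min after luciferase reagent; activity normalized to genistein (10 microM) and DMSO.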
uPA generation – blocks generation of uPA at the cell surface; Potency, µM (top dose mostly 38.3 µM), without a hit: at the top dose activity change, negative = inhibition, most hits filed as inhibitors; 0.31% of 330,000 active; cell surface uPA generation assay, qHTS; active means well fitted inhibition curve with a large enough effect; inconclusive means small, poorly fitted or top-dose-only effect; inactive means no such curve, though single readings can be large or run the other way; tested in mouse RAW 264.7 cells; further: on the % scale 0 is the no-effect control and ±100 the full control effect; nearly all actives have a fitted effect of over 55% in size
ELG1 genotox – induces genotoxicity in HEK293T cells with luciferase-tagged ELG1. 1.3% of 330,000 active. HEK293T ELG1-luciferase reporter, luminescence, 16 h. Potency, µM (series often up to 46 µM), for the others: top-dose activity change, positive = activation, actives largely listed as activators; further: % of control where 0% means no effect; nearly all actives have a fitted effect of over 60% in size
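Screening used a luciferase reporter fused to human ELG1 in HEK293T cells. Luminescence was read on a CCD plate imager after 16 hr exposure and 30 min ONE-Glo incubation.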
p53 reactivator – mutant p53 re-activation in reporter cells; 0.063% of 320,000 active; Potency, µM (top dose mostly 92.2 µM), for the others: at the highest dose activity change, positive = activation, actives largely listed as activators; H1299 p53-A138V BP100-luciferase reporter, luminescence, 24 h; further: % of control where 0% means no effect; nearly all actives have a fitted effect of over 45% in size
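p53-null H1299 cells stably carrying temperature-sensitive p53-A138V and a BP100-luciferase reporter were pinned with compounds (4-point, 1:5 series) and held 24 hrs at 37 deg C. Luminescence was read 10 min after detection reagent.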
RORg inh – blocks mouse ROR gamma transcriptional activity | Drosophila S2 Gal4-RORgamma UAS-luciferase reporter, 20 h | P51450 | 5.4% of 310,000 active | AID 2551 | Potency, µM (series often up to 53.6 µM), inactives show at the top dose activity change, negative = inhibition, most hits filed as inhibitors; further: on the % scale 0 is the no-effect control and ±100 the full control effect; nearly all actives have a fitted effect of over 60% in size
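Stably transfected Drosophila Schneider cells are the test system, with ROR gamma fused to Gal4 and luciferase under UAS control; luminescence is read after 20 hr of 700 uM copper sulfate induction at ambient temperature.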
MBNL1-CUG inh – inhibitors of human MBNL1 binding to CUG repeat RNA | Potency, µM (top dose mostly 57.5 µM), without a hit: at the top dose activity change, negative = inhibition, usual class: inhibitors | TR-FRET MBNL1-His/biotin-(CUG)12 binding, 665/545 ratio | Q9NR56 | 0.036% of 280,000 active | AID 2675; active means well fitted inhibition curve with a large enough effect in the signal ratio, with a control signal flat, not every such curve was filed as active; inconclusive means small, poorly fitted or top-dose-only effect, or effect the other way, or a change in a side signal; inactive means no such curve, though single readings can be large or run the other way; the % refers to the signal ratio; further: on the % scale 0 is the no-effect control and ±100 the full control effect
Target sequence (Q9NR56 whole entry, looked up): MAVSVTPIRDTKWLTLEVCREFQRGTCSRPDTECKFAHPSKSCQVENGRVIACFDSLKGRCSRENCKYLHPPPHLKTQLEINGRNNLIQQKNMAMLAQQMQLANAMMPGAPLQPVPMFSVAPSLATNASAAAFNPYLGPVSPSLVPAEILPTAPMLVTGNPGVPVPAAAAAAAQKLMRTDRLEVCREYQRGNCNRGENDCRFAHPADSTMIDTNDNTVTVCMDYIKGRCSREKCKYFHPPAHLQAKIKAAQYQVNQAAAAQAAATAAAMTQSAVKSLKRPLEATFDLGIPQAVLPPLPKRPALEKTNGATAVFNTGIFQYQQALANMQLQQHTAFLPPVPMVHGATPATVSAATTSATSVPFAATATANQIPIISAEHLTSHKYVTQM
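Compound titration spanned 92 nM–58 uM against the MBNL1-His/biotin-(CUG)12 complex. After 60 min at room temperature with 5 nM streptavidin-XL665 and 0.055 ng/ul terbium anti-His, ratiometric 665/545 nm emission (Ex 340 nm) normalized to controls.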
Rab9 prom act – activators of Rab9 promoter; Huh7 Rab9 promoter-luciferase reporter, luminescence, 24 h; Potency, µM (series often up to 9.22 µM), for inactives: at the top dose activation, negative = inhibition, actives largely listed as activators; 2.8% of 320,000 active; further: % of control where 0% means no effect; nearly all actives have a fitted effect of over 60% in size
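Luciferase signal after 10 min detection reagent at ambient indicates Rab9 promoter upregulation; stably transfected Huh7 cells were treated 24 h with compound in DMSO at 37 °C, 5% CO2.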
VP16 counter – counter-screen for ROR gamma inhibitors: Gal4-VP16 reporter. 3.5% of 310,000 active. Drosophila S2 Gal4-VP16 UAS-luciferase, luminescence, 20 h. Potency, µM (series often up to 53.6 µM), for the others: at the top dose activity, negative = inhibition, usual class: inhibitors;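 further: Gal4-VP16 expression switched on by copper sulfate through the metallothionein promoter; on the % scale 0 is the no-effect control and ±100 the full control effect; nearly all actives have a fitted effect of over 50% in size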
NPC1 prom act – NPC1 promoter activation | 2.4% of 320,000 active | Huh7 NPC1 promoter luciferase reporter, 24 h | AID 485313 | Potency, µM (titrated, usually from 9.22 µM), without a hit: top-dose activation, usual class: activators;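 further: % of control where 0% means no effect; nearly all actives have a fitted effect of over 60% in size; reporter is driven by a mutant NPC1 promoter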
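Luminescence from an NPC1 promoter-driven luciferase reporter in stably transfected Huh7 cells was measured after 24 h compound treatment at 37 °C, followed by 10 min ambient incubation with luciferase detection reagent.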
Numbers without * were called inactive; ? = inconclusive; · = not tested or not shown; [ ] = another dose, or the depositor's remark. Unless noted, the call rests on the fitted dose curve; in most records, active means well fitted curve in the direction sought with a large enough effect; inconclusive means small, poorly fitted or top-dose-only effect, or another doubt; inactive means no such curve, though single readings can be large; an effect the other way counts as inactive or inconclusive. Potency means the concentration at half of the fitted maximal effect.

SMILES	FLuc modulator	BRCA1 expr act	uPA generation	ELG1 genotox	p53 reactivator	RORg inh	MBNL1-CUG inh	Rab9 prom act	VP16 counter	NPC1 prom act
Cc1cccc(CS(=O)(=O)c2ncc(Cl)c(C(=O)Nc3nnc(C(C)C)s3)n2)c1	-20%	-33%	-3%	-19%	-31%[inhibitor]	0.022µM*	?	-73%[inhibitor]	?	-57%[inhibitor]
COc1ccc(NC(=O)CCC(=O)Nc2nnc(CC(C)C)s2)cc1Cl	5%	2%	2%	2%	0%	-23%	-2%	-13%	-2%	-2%
CC(NC(=O)C1CCCCC1)C(c1cccs1)N1CCN(C)CC1 (stereo not given)	0%	-6%	6%	1%	2%	21%	-14%	-3%	0%	-1%
COc1nc2ccc(C)cc2cc1-c1noc(-c2cccnc2)n1	0%	-28%	2%	-5%	2%	4%	16%	1%	2%	-2%
CCN1C(=O)C(=O)N(CC(=O)NC(C)CCc2ccccc2)C1=O (stereo not given)	6%	10%	7%	-2%	-3%	·	·	-4%	·	-2%
Cn1c(C(=O)NC2CCCCC2)cc2c(=O)n(C)c3ccccc3c21	-1%	-6%	-10%	8%	-1%	-14%	4%	1%	3%	0%
NC(=O)c1ncc(C(F)(F)F)cc1Oc1ccc(C(F)(F)F)cc1	-1%	-7%	2%	2%	-12%	9%	-5%	-4%	-12%	7%
Nc1cc(=O)[nH]c(SCC(=O)Nc2cccc(Cl)c2Cl)n1	-2%	-11%	-1%	0%	-1%	-14%	-3%	-1%	3%	-2%
COc1ccc(-c2noc(Cc3cccs3)n2)cc1	5.4µM*	13µM*	4%	?	?	32%	-1%	2.8µM*	8%	?
COc1ccccc1NC(=O)c1cc2c(cc1Cl)N1CCCCCC1=NS2(=O)=O	·	-32%	1%	0%	-10%	·	·	·	·	·
CC1c2cc3c(cc2CCN1CC(=O)Nc1ccccc1)OCCCO3 (stereo not given)	-1%	-19%	?	0%	-1%	-30%	-12%	-11%	-4%	-3%
Cc1cccc(NC(=O)CN2C(=O)N/C(=C/c3cc(C)n(C)c3C)C2=O)c1	-5%	-21%	3%	4%	-1%	-12%	8%	2%	5%	-1%
CC(=O)/C(=N\Nc1ccccc1)Oc1ccc([N+](=O)[O-])cc1	-5%	11%	5%	0%	?	4%	30%	19%	7%	1%
COc1ccccc1-n1c(=O)c2c3c(sc2n2c(=S)[nH]nc12)CCC3	?	-24%	2%	0%	-6%	13µM*	-12%	1%	-30%	-4%
CCOC(=O)c1cccc(NS(=O)(=O)c2cnc[nH]2)c1	-14%	-3%	5%	0%	-5%	?	-10%	-3%	12%	0%
CC(C)CCNC(=O)C(c1ccco1)N(Cc1ccccc1)C(=O)c1snc(C(N)=O)c1N (stereo not given)	0%	-41%	4%	-11%	-3%	-6%[10 µM]	11%	-3%	4%	1%
O=C(NCc1ccc(Cl)cc1)c1ccc2c(=O)n(CC3CCCO3)c(=S)[nH]c2c1 (stereo not given)	2%	-2%	?	-20%	2%	-25%	-3%	1%	2%	1%
Cc1ccc(NC(=O)CN(C)C(=O)c2cc3ccccc3o2)cc1	-2%	-17%	1%	1%	0%	7%	6%	-1%	-7%	-6%
Cc1ccc(S(=O)(=O)c2ccc([N+](=O)[O-])cn2)cc1	-4%	-99%[inhibitor]	-6%	-20%	-17%	3.2µM*	?	-44%[inhibitor]	3.5µM*	-24%
COc1cccc(S(=O)(=O)Nc2ccc(C(=O)N3CCN(C(=O)c4ccco4)CC3)cc2)c1	2%	-13%	·	-5%	-6%	?	-29%	0%	?	-4%
O=c1cc(C(F)(F)C(F)F)oc2ccccc12	-2%	-1%	-10%	0%	4%	-18%	6%	9%	-5%	0%
CCOc1nc2cnccc2n(CC(=O)Nc2ccccc2C(=O)OC)c1=O	1%	2%	-2%	0%	0%	-3%	-3%	0%	-1%	-9%
O=C(CCN1CCc2ccccc2C1)Nc1cccc(F)c1	2%	-19%	-3%	3%	7%	-11%	-2%	0%	9%	1%
Cc1ccc(S(=O)(=O)N2CCCCC2CCNC(=O)C(=O)NC2CCCC2)cc1 (stereo not given)	12%	-66%	-6%	-4%	-7%	·	·	-6%	·	-5%
CCC(NC(=O)c1cc(COc2c(F)cccc2F)on1)c1ccncc1 (stereo not given)	-3%	-6%	-7%	-3%	4%	15%	-4%	-1%	-3%	9%
CC1(C)CC(=O)c2c(n(S(=O)(=O)c3ccccc3)c3ccc(NS(=O)(=O)c4ccccc4)cc23)C1	1%	-56%	3%	0%	-4%	33%	-14%	-1%	11%	-2%
O=C(NCc1ccccc1)C1CCN(S(=O)(=O)c2cc([N+](=O)[O-])ccc2Cl)CC1	-1%	-56%	0%	0%	4%	-7%[10 µM]	·	5%	-25%	6%
O=C(c1cccc(C(F)(F)F)c1)C1CCCN(C(=O)Cn2cncn2)C1 (stereo not given)	2%	11%	-3%	1%	4%	26%	2%	0%	-2%	2%
O=C(NC1CC2CCCC(C1)N2Cc1cccs1)c1ccc([N+](=O)[O-])cc1 (stereo not given)	0%	·	·	-4%	26%	23%	11%	-1%	1%	-8%
COc1ccc([N+](=O)[O-])cc1NC(=O)C(C)OC(=O)C1c2ccccc2Oc2ccccc21 (stereo not given)	1%	-27%	3%	-1%	8%	11%	-9%	-7%	-10%	-2%
CC1(C)CC(=O)C=C(Nc2ccccc2O)C1	1%	0%	0%	-4%	-5%	12%	-1%	2%	-2%	-2%
CCC(=O)Nc1ccc2oc(-c3cccc(C)c3)nc2c1	0.54µM*	38%	-10%	0.41µM*	1%	0.79µM*	-12%	0.28µM*	2.2µM*	0.11µM*
Cc1cc(C)c2c(N)c3ccccc3nc2n1	4%	-98%[inhibitor]	-13%	?	28%	-20%	?	-10%	-21%	-17%
Cc1cc(NC(=O)CC2CCCC2)ccc1Br	19µM*	8.9µM*	1%	?	?	-19%	4%	?	16%	-30%
COc1cccc(CN(C)C(=O)CCc2nnc(-c3ccsc3)o2)c1	-11%	84%	2%	-1%	3%	-20%	22%	-1%	-10%	0%
O=C(c1ccc(Cl)cc1)N1CCN(C(=O)c2ccco2)CC1	-6%	9%	5%	2%	2%	-10%	6%	-3%	-5%	-5%
C=CCn1cnc2c(c1=O)c1nc3ccccc3nc1n2/N=C/c1cccc(OC)c1	-2%	2%	·	-8%	2%	8%	?	-7%	?	-5%
O=C(NCC(=O)N(c1ccccc1)C(C(=O)NC1CCCC1)c1cccnc1)c1cccs1 (stereo not given)	1%	0%	13%	1%	-6%	3%	4%	-4%	-9%	0%
COC(=O)c1sc2cc(C(F)(F)F)cnc2c1-c1ccccn1	4%	-6%	-1%	2%	-1%	19%	17%	8%	-12%	-1%
COc1ccc(N(CC(=O)NCCC2=CCCCC2)S(=O)(=O)c2ccccc2)c(OC)c1	4%	4%	-2%	-7%	-2%	26%	-2%	-14%	19%[10 µM]	-9%
CCOC(=O)C1=C(O)/C(=C\c2ccc(CNC(=O)C(=O)Nc3ccc(C)c(C)c3)o2)N=C1C	-15%	·	·	4%	1%	4%	-5%	-5%	-9%	-3%
Cc1ccc(C(=O)N2CC(C)CC(C)C2)cc1NC1=NC2CS(=O)(=O)CC2S1 (stereo not given)	0%	-5%	10%	12%	·	11%	?	7%	-4%	-7%
COCc1nn2c(N)c(-c3ccccc3)cnc2c1-c1ccccc1	0.85µM*	?	-8%	?	12%	?	0%	2.8µM*	-4%	2.8µM*
Cc1cc(C)n2nc(SCC(=O)N(C)c3ccccc3)nc2n1	-4%	3%	1%	3%	-1%	-17%	-13%	-10%	3%	-2%
Cn1cccc1/C=N/NC(=O)Cc1cccs1	-17%	18%	1%	3%	3%	-12%	4%	14%	-7%	9%

2 compounds drawn at random from the list so far, as already listed:
SMILES	FLuc modulator	BRCA1 expr act	uPA generation	ELG1 genotox	p53 reactivator	RORg inh	MBNL1-CUG inh	Rab9 prom act	VP16 counter	NPC1 prom act
CCC(=O)Nc1ccc2oc(-c3cccc(C)c3)nc2c1	0.54µM*	38%	-10%	0.41µM*	1%	0.79µM*	-12%	0.28µM*	2.2µM*	0.11µM*
COc1ccc(-c2noc(Cc3cccs3)n2)cc1	5.4µM*	13µM*	4%	?	?	32%	-1%	2.8µM*	8%	?

The list continues:
SMILES	FLuc modulator	BRCA1 expr act	uPA generation	ELG1 genotox	p53 reactivator	RORg inh	MBNL1-CUG inh	Rab9 prom act	VP16 counter	NPC1 prom act
COc1cc(C(=O)OC(C)CN2CCCC2)cc(OC)c1OC (stereo not given)	3%	0%	4%	7%	·	-16%	-2%	-4%	11%	0%
O=C(O)c1cccc(NC2=Nc3cccc4cccc2c34)c1	0.48µM*	?	6%	7.3µM*	9%	15%	21%	?	17%	0.45µM*
CCOC(=O)C1=CN(CC)S(=O)(=O)NC1CC (stereo not given)	·	10%	0%	0%	3%	·	·	·	·	·
C=CCNc1nc2c(c(=O)n(C)c(=O)n2C)n1CCCCCC	0%	-77%	-12%	?	-11%	?	4%	-36%[inhibitor]	5µM*	-21%
O=C(Cn1c2ccc(F)cc2c2nc3n(c(=O)c21)CCS3)NC1CCCC1	0%	-13%	0%	-1%	-9%	6%	6%	-4%	8%	1%
O=C(c1ccc(F)cc1)C1CCN(C(=O)c2c(F)cccc2F)CC1	1%	-25%	1%	-5%	·	-3%	-2%	-4%	-9%	-1%
CCN(CC)C(=O)c1n[nH]c(=O)c2ccccc12	5%	0%	0%	2%	-1%	-1%	3%	-1%	-3%	-1%
